Screening data as filed in PubChem.
LmPK inh: inhibitors of Leishmania mexicana pyruvate kinase; Q27686; purified LmPK, Kinase-Glo ATP luminescence, 1 h; Potency, µM (top dose mostly 57.5 µM), for the others: at the top dose activity change, negative = inhibition, most hits filed as inhibitors; 0.37% of 290,000 active; also: potency is read from the fitted curve at half-maximal effect
Target sequence (Q27686 whole entry, looked up): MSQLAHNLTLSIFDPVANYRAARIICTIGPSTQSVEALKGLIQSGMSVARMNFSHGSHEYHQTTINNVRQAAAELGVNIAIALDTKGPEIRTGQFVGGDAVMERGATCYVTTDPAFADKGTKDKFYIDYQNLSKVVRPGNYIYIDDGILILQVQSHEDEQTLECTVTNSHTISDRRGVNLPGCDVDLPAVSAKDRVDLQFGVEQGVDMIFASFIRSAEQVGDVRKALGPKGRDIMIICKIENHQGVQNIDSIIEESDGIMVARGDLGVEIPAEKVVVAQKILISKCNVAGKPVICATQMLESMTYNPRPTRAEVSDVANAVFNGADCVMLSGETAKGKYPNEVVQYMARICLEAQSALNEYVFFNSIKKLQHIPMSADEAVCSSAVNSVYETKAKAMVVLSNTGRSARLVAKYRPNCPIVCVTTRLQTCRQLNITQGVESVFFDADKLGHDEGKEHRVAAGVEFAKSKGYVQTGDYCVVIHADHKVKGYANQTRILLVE
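Kinase-Glo luminescence read after 1 h RT reaction of 0.1 nM LmPK with 0.5 mM PEP and 0.1 mM ADP. Activity scaled between uninhibited and enzyme-free controls.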
HCMV antiviral: inhibitors of human cytomegalovirus. HFF cells, HCMV-luciferase reporter, 72 h; stronger effect = lower value. activity change, negative = inhibition, % at 57.5 µM. 4.5% of 410,000 active. AID 1259415; in the data active = activity change below about -60%; inconclusive = no clear call, values can overlap the other calls; inactive = above about -39%
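After 16 h attachment at 37C, HFF cells received test compound and HCMV-luciferase (1 PFU/cell); reporter luminescence read 72 h later, data normalized against buffer-only and known inhibitor Salinomycin.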
AmpC no deterg: inhibitors of E. coli AmpC beta-lactamase without detergent; Potency, µM (highest dose often 57.1 µM), for the others: at the top dose activity change, negative = inhibition, actives largely listed as inhibitors; 0.52% of 330,000 active; P00811; AID 485341; AmpC nitrocefin hydrolysis, absorbance 480 nm, 0.0001% Triton;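 also: potency is read from the fitted curve at half-maximal effect; plate controls were no compound for no effect and no enzyme for full effect; nearly all actives have a fitted effect of over 20% in size; some results filed as inactive show a strong effect at the top dose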
Target sequence (P00811 whole entry, looked up): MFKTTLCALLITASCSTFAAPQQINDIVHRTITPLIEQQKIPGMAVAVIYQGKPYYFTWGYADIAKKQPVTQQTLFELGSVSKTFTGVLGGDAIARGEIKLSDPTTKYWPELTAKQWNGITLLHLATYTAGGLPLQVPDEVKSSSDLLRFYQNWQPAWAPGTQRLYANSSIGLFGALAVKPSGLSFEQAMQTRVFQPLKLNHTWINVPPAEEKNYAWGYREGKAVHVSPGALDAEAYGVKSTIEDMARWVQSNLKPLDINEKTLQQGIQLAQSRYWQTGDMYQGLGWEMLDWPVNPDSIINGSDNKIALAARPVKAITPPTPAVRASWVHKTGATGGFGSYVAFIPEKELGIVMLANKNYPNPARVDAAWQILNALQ
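20 mM phosphate pH 7.0 + 0.01% (detergent screen) or 0.0001% Triton X-100; 5.3 nM AmpC reagent; cpd preinc 15 min RT; nitrocefin (800 uM stock) to start; A480 q20 s × 4 min; Activity was normalised to no-enzyme and no-compound control wells.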
TbPYK inhibitor: blocks Trypanosoma brucei pyruvate kinase; 0.12% of 410,000 active; AID 624173; TbPYK enzyme, Kinase-Glo Plus ATP luminescence, 45 min; Potency, µM (doses to about 76.8 µM), for the others: at the highest dose activity, negative = inhibition, usual class: inhibitors; Q57TT1; also: potency is read from the fitted curve at half-maximal effect; nearly all actives have a fitted effect of over 50% in size
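Luminescence from Kinase-Glo Plus, added after a 45-minute room-temperature reaction, served as the end-point read-out. The enzyme and substrate were preincubated with compound before ADP (130 uM final) initiated turnover. Concentration-effect curves came from normalized qHTS data.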
HCV inh: blocks hepatitis C virus; Huh7.5.1 HCVcc-Cre infection, luciferase reporter, 44 h; Potency, µM (titrated, usually from 41.8 µM), for the others: at the top dose activity change, negative = inhibition, actives largely listed as inhibitors; 3.4% of 340,000 active; AID 651820; also: potency is read from the fitted curve at half-maximal effect
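Whole-lifecycle infectious HCVcc-Cre system; cells 1,000/well, compound then virus (~0.5 moi) added 4 h after plating, 44 h culture. Luciferase read 15 sec following 15 min substrate incubation, room temp.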
AmpC inh detg: blocks E. coli AmpC beta-lactamase in detergent assay; 0.041% of 370,000 active; AmpC hydrolysis of nitrocefin, absorbance 480 nm, 0.01% Triton; Potency, µM (doses to about 114 µM), without a hit: top-dose activity change, negative = inhibition, hits mostly inhibitors; AID 485294;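 also: potency is read from the fitted curve at half-maximal effect; 0% = no-compound wells and -100% = no-enzyme wells; nearly all actives have a fitted effect of over 25% in size; some results filed as inactive show a strong effect at the top dose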
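AmpC (5.3 nM in the dispensed reagent) in 20 mM phosphate pH 7.0 with 0.01% (detergent screen) or 0.0001% Triton X-100 was preincubated with compounds for 15 min at room temperature. Nitrocefin was then added from an 800 uM solution, and hydrolysis was followed at 480 nm.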
AMA1 RON2 block: inhibitors of Plasmodium falciparum AMA1-RON2 interaction | AlphaScreen AMA1-biotinylated RON2 peptide binding | Potency, µM (doses to about 58.2 µM), for the others: top-dose activity change, negative = inhibition, hits mostly inhibitors | 0.2% of 360,000 active | AID 720542;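 also: potency is read from the fitted curve at half-maximal effect; 0% = vehicle wells and -100% = peptide control; nearly all actives have a fitted effect of over 45% in size; some results filed as inactive show a strong effect at the top dose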
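AMA1 (3D7) with his tag at 25 nM final met compounds first, then biotinylated RON2 peptide at 25 nM; detection used donor plus acceptor beads, 10 µg/mL apiece, read by AlphaScreen after 30 min at room temperature.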
Starred values were filed as active, the others as inactive; ? = inconclusive; nt = not tested or not shown; & = joins results of further samples; [ ] = another dose, or the depositor's remark. Unless noted, calls follow the shape of the dose curve; as a rule, active = well fitted curve in the direction sought with a large enough effect; inconclusive = small, poorly fitted or top-dose-only effect, or another doubt; inactive = no such curve, though single readings can be large; an effect the other way counts as inactive or inconclusive. Unless noted, % is scaled to controls: 0 for no effect and ±100 for the full control effect.

SMILES | LmPK inh | HCMV antiviral | AmpC no deterg | TbPYK inhibitor | HCV inh | AmpC inh detg | AMA1 RON2 block
CCCCn1c(N)c(N(CC(C)C)C(=O)c2cccc(S(=O)(=O)N(CC)c3ccccc3)c2)c(=O)[nH]c1=O | nt | 14.0 | nt | 0.4% | -21.6% | nt | -4.4%[11.6 µM]
COc1ccc(NC(=O)c2ccccc2Oc2ccccc2)c(OC)c1 | -3.4% | ? | -31.9% | -24.5% | -27.8% | -12.9% | 0.5%
COc1cc(CNCc2ccccc2)cc(Cl)c1OC | -2.3% | -31.8 | -8.7% | 2.0% | -5.8% | -0.6% | 9.3%
O=C(c1ccc(COc2ccc3c(c2)CCC3)o1)N1CCN(c2ccccc2)CC1 | nt | 25.6 | nt | 5.6% | -27.0% | nt | -26.4%
COc1ccccc1NC(=O)c1sc2nc(N3CCOCC3)c3c(c2c1N)CCCC3 | -4.2% | 15.8 | 131.4%[activator] | -15.2% | ? | -1.8% | 35.0%
NCCc1c(-c2ccccc2)n(-c2ccccc2)c2ccccc12 | -4.8% | -3.9 | 27.8% | 4.7% | 11.2µM* | 2.4% | ?
CCCC(=O)OCC[N+](C)(C)C | -2.5% | 35.6 | -24.6% | 1.3% | -2.7%[8.37 µM] | -6.3% | 3.6%
Cc1noc(C)c1C(=O)OCC(=O)N(C)C1CCS(=O)(=O)C1 (stereo not drawn) | -11.8% | -18.8 | -1.2% | -2.7% | 8.8% | 11.0% | 3.1%
CC(C)Nc1cc(C(C)(C)C)nc2c(-c3ccccc3)cnn12 | -1.4% | 95.5 | -16.1% | 3.9% | ? | -5.0% | 32.1%[activator]
CCCCOc1ccc(C2=NC(c3ccccc3)=Nc3ccc(OC)cc3N2)cc1 | nt | 28.8 | nt | -5.5% | nt | 26.2% | nt
CC(=O)NC(CC(=O)N1CCN(C(C)=O)CC1)c1ccccc1 (stereo not drawn) | -0.6% | -6.3 | -8.9% | -15.0% | 12.0% | 0.2% | -12.8%
CN(CC(=O)NCc1ccccn1)S(=O)(=O)c1ccc2ccccc2c1 | 4.6% | -16.6 | -4.0% | -1.2% | 27.8% | 2.5% | 15.0%
Cc1cc2ccccc2n2c(SCC(=O)Nc3ccc(S(=O)(=O)N4CCCCC4)cc3)nnc12 | 2.9% | -28.8 | 21.4% | -2.3% | ? | ? | -1.0%[11.6 µM]
COc1ccc(NC(=O)c2c(NCc3ccc(C)o3)sc3c2CCC(C)C3)c(OC)c1 (stereo not drawn) | nt | -34.5 | nt | -20.4% | nt | 16.6% | nt
CC(C)CNS(=O)(=O)c1ccc(N2CCCCS2(=O)=O)cc1 | nt | -11.8 | nt | 3.4% | nt | 18.9% | nt

Quoted from the listing.
Cc1cc2ccccc2n2c(SCC(=O)Nc3ccc(S(=O)(=O)N4CCCCC4)cc3)nnc12 in AmpC no deterg = 21.4%
COc1ccc(NC(=O)c2c(NCc3ccc(C)o3)sc3c2CCC(C)C3)c(OC)c1 (stereo not drawn) in TbPYK inhibitor = -20.4%
CC(C)CNS(=O)(=O)c1ccc(N2CCCCS2(=O)=O)cc1 in TbPYK inhibitor = 3.4%
CN(CC(=O)NCc1ccccn1)S(=O)(=O)c1ccc2ccccc2c1 in HCMV antiviral = -16.6

New compounds follow:
SMILES | LmPK inh | HCMV antiviral | AmpC no deterg | TbPYK inhibitor | HCV inh | AmpC inh detg | AMA1 RON2 block
CCOC(=O)C1(Cc2cccc(F)c2)CCN(Cc2c(C)nn(CC)c2C)CC1 | 7.3% | ? | 47.3% | -0.8% | 12.6µM* | 1.4% | 4.4%
Cc1ccc(Cl)c(NC(=O)CCl)c1Cl | 1.3% | ? | -13.8% | -0.3% | -19.6% | -9.3% | 8.1%
c1ccc2c(c1)Cc1cc3ccccc3nc1-2 | ? | 138.4 | -19.7% | -11.0% | -6.2% | -1.8% | -2.6%
CSc1nc2nc(-c3cccc(C(F)(F)F)c3)ccn2n1 | -3.3% | -25.4 | -13.2% | -0.1% | 9.9% | ? | -16.0%
CN(C)c1ccc(NC(=O)Cn2nnc3sc4c(c3c2=O)CCC(C(C)(C)C)C4)cc1 (stereo not drawn) | nt | -3.3 | nt | -13.3% | nt | 15.0% | nt
COC(=O)Cc1ccc(OCC(=O)Nc2ccc(OC(F)(F)F)cc2)cc1 | 3.5% | -23.3 | -6.7% | -2.9% | ? | ? | 31.5%[activator]
Brc1ccc(C2=CC(c3ccco3)n3nnnc3N2)cc1 (stereo not drawn) | 2.1% | 28.2 | -22.9% | -2.1% | 19.6% | 0.9% | -15.9%
CCOc1ccc(NC(=O)CN(C)C(=O)c2cc([N+](=O)[O-])ccc2Sc2ccccc2)cc1OCC | nt | -8.2 | nt | 0.1% | ? | nt | -29.0%
Cc1cc(/C=N/NC(N)=S)c(C)n1-c1ccc(Br)cc1 | 4.9% | 11.2 | -52.9% | -6.5% | -8.4% | 4.8% | 21.2%
CC(=O)c1cccc(NC(=O)c2ccncc2)c1 | -3.5% | -24.1 | -19.9% | -6.5% | 1.0% | -9.9% | -4.0%
CCCCCCCCCCCCCCCC(=O)NCCO | nt | 15.4 | -21.0% | -6.3%&2.9% | -5.3% | ? | 2.9%
CCOC(=O)c1cc(C)[nH]c(=S)c1C#N | 16.3% | -11.9 | -25.2% | ? | 1.4% | -10.6% | 35.5%[activator]
COc1cc(C(=O)Nc2ccc3c(c2)C(=O)c2ccccc2C3=O)cc(OC)c1OC | 0.3% | 30.9 | -9.4% | -12.4% | 1.1% | -10.9% | -7.8%
CC(C)CN(C(=O)COC(=O)CCC(=O)c1ccc(F)cc1)c1c(N)n(Cc2ccccc2)c(=O)[nH]c1=O | nt | -19.2 | -3.4% | 1.5% | 7.1% | ? | -3.4%
COCCn1c(C)cc2c(c1=O)C(c1ccco1)C(C#N)=C(N)O2 (stereo not drawn) | -4.3% | 13.9 | -1.6% | -1.3% | 22.5% | 0.0% | -4.5%
CC(C)=CCC/C(C)=C/CNC(=O)C[C@H]1C[C@H](C(=O)N2CCCCC2)[C@@]2(CCc3ccccc3)c3[nH]c4cc(-c5ccco5)ccc4c3CCN2C1=O | nt | nt | -25.6% | 0.3% | -14.5%[8.37 µM] | nt | -15.4%
CCOC(=O)C1=CNS(=O)(=O)NC1c1ccc(C[C@H](NC(=O)CNC(=O)CCc2ccccc2)C(N)=O)cc1 (stereo partly drawn) | nt | -12.5 | -24.7% | -5.2% | 1.9% | nt | 9.4%
Cn1cc(CN2CCC(C(=O)Nc3cccc(-c4cccc(F)c4)c3)CC2)cn1 | 4.2% | -1.2 | 89.8%[activator] | 7.1% | 10µM* | 7.9% | -15.8%
CCN(CC)c1ccc(S(=O)(=O)N2CCOCC2)cc1NC(=O)Nc1ccccc1 | nt | -14.2 | -27.4% | -11.5% | ? | nt | -2.5%
Cc1cccc(C(=O)Oc2ccc(/C=N/NC(=O)c3ccccc3O)cc2)c1 | 2.1% | 0.4 | -29.2% | -1.9% | 2.8% | 4.5% | 6.0%
CCC(C)(C)NC(=O)C(c1cccn1C)N(C(=O)Cn1nnc2ccccc21)c1ccc(OC)cc1OC (stereo not drawn) | 2.9% | 14.6 | 176.3%[activator] | -21.3% | -3.8% | ? | -5.9%
COC(=O)CC(c1ccc(OC)c(OC)c1)c1ccc(OC)c(OC)c1 | 4.9% | -0.3 | 40.8% | -6.6% | 15.9% | -8.5% | -3.1%
O=C(NCCCn1ccnc1)c1cc(-c2cccs2)on1 | 0.1% | 15.7 | -1.8% | -3.9% | ? | -0.3% | 11.0%
C[C@@H](NC(=O)c1nc[nH]c1C(=O)N[C@@H](CCCCNC(=O)OC(C)(C)C)C(=O)OC(C)(C)C)c1ccccc1 | 2.8% | -18.9 | 117.4%[activator] | -2.6% | ? | 7.5% | 183.1%[activator]
CC1(c2ccc(F)cc2)OC(=O)c2c1ccc1ccccc21 (stereo not drawn) | nt | -33.4 | nt | -15.0% | nt | nt | 13.0%
CCCCn1c(CNC(=O)c2ccc(OC)cc2)nnc1SCC(=O)Nc1ccc(OC)cc1 | nt | -3.6 | nt | -3.1% | nt | -10.6% | nt
CC1CC(C)CN(CCCNC(=O)c2cc3c(s2)-c2ccccc2OC3)C1 (stereo not drawn) | 9.8% | ? | 41.2% | 3.5% | 8.91µM* | 3.7% | 5.5%
CN(CP(=O)(O)CN(C)S(C)(=O)=O)S(C)(=O)=O | -6.1% | 110.3 | -10.5% | 0.2% | 19.3% | 6.9% | 4.1%
c1ccc(COc2ccc(CNCc3cccs3)cc2)cc1 | -0.5% | 55.2 | 27.0% | 11.8% | 2.9% | -4.4% | -4.7%
ClCc1cc2ccccc2nc1Cl | -1.0% | 66.7 | -20.6% | -0.6% | ? | -7.4% | -1.1%

Brought forward from above: three entries, followed by the next part.
SMILES | LmPK inh | HCMV antiviral | AmpC no deterg | TbPYK inhibitor | HCV inh | AmpC inh detg | AMA1 RON2 block
CN(CP(=O)(O)CN(C)S(C)(=O)=O)S(C)(=O)=O | -6.1% | 110.3 | -10.5% | 0.2% | 19.3% | 6.9% | 4.1%
c1ccc(COc2ccc(CNCc3cccs3)cc2)cc1 | -0.5% | 55.2 | 27.0% | 11.8% | 2.9% | -4.4% | -4.7%
ClCc1cc2ccccc2nc1Cl | -1.0% | 66.7 | -20.6% | -0.6% | ? | -7.4% | -1.1%
CSc1ncc(C(=O)NCc2ccccc2)c(-c2ccccc2)n1 | nt | -0.3 | nt | 3.1% | nt | 4.7% | nt
CC1(OC(=O)C2CCCC2)C(=O)C=C2C=C3CCCCN3C=C2C1=O (stereo not drawn) | -4.9%[11.5 µM] | nt | 61.2%[activator] | 4.4% | -12.6% | -7.7% | -26.4%
CCOC(=O)CSc1nnc(-c2ccc(S(=O)(=O)N3CCOCC3)cc2)n1-c1ccccc1 | 4.5% | -8.1 | 148.6%[activator] | -15.1% | 7.5%&10.0% | -4.2% | 4.7%
CCOC(=O)N1CCN(S(=O)(=O)c2ccc(C(=O)N(CCCN(C)C)c3nc4ccc(OC)cc4s3)cc2)CC1 | -5.0% | -10.4 | 182.6%[activator] | 0.8% | -6.8% | -0.5% | -8.3%
COC(=O)c1nnn(-c2nonc2N)c1CSCCO | 4.5% | -23.9 | -3.4% | 4.5% | 2.7% | -0.9% | -1.9%
CN(C)c1ccc(NC(=O)CN2C(=O)CC(c3ccccc3)=Nc3ccccc32)cc1 | 3.1% | 8.9 | -15.3% | 5.8% | -6.9% | ? | 8.6%
